12-LOX inh – inhibitors of human 12S-lipoxygenase ALOX12 | Potency, µM (top dose mostly 108 µM), inactives show at the highest dose activity change, negative = inhibition, usual class: inhibitors | purified 12hLO, xylenol orange hydroperoxide absorbance | 1.1% of 580,000 active | AID 1671190; active = well fitted inhibition curve with a large enough effect; inconclusive = small, poorly fitted or top-dose-only effect, or another doubt; inactive = no such curve, though single readings can be large or run the other way
Target sequence (P18054 whole entry, looked up): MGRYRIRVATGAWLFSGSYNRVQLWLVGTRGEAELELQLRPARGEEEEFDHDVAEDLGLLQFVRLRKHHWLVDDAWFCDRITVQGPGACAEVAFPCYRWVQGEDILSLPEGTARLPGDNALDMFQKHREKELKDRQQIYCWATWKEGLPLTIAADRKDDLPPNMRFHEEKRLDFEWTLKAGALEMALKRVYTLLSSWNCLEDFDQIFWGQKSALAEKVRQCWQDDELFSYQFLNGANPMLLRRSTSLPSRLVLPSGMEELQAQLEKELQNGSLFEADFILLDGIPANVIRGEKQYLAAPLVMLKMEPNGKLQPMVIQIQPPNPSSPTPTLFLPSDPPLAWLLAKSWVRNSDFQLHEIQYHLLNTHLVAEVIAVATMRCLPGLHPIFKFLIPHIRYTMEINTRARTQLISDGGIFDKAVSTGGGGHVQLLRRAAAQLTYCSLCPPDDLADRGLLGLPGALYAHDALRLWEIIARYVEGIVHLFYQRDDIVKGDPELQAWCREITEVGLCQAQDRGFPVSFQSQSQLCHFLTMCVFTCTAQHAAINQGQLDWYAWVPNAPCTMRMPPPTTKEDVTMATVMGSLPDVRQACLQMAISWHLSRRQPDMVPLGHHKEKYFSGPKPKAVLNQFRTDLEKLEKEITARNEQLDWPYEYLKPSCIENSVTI
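Purified human 12hLO at 150 nM in 25 mM Hepes, 0.01% Triton X-100, pH 7.0, preincubated 15 min at room temperature with compound. Reaction started with 40 uM arachidonic acid, 30 min at room temperature. Hydroperoxide measured by Fe-xylenol orange, 573/405 nm absorbance ratio.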
* hit, by the source's call; ? = inconclusive; & = joins results of further samples; [ ] = another dose, or the depositor's remark. % is set by controls: 0 for no effect and ±100 for the full control effect; potency is the fitted concentration of half-maximal effect. The list is partial, so the mix of outcomes need not match the whole.

Preview:
12-LOX inh | smiles
1.1%[6.33 µM] | Cc1cc(C(=O)NCc2cccs2)c2c(C3CCCN3)noc2n1 (stereo unspecified)
1.5%[176 µM] | CN(C)C[C@H]1O[C@H](Cc2cc(CN(C)Cc3ccccc3)on2)CC[C@@H]1O
-4.6% | CCc1nc2c(c(-c3ccc(O)cc3)n1)CCN(Cc1ccc(OC(F)(F)F)cc1)CC2

The listing, from the first entry:
12-LOX inh | smiles
1.1%[6.33 µM] | Cc1cc(C(=O)NCc2cccs2)c2c(C3CCCN3)noc2n1 (stereo unspecified)
1.5%[176 µM] | CN(C)C[C@H]1O[C@H](Cc2cc(CN(C)Cc3ccccc3)on2)CC[C@@H]1O
-4.6% | CCc1nc2c(c(-c3ccc(O)cc3)n1)CCN(Cc1ccc(OC(F)(F)F)cc1)CC2
32.8%[activator] | CN1C(=O)c2cccn2CC1CNC(=O)c1ccnn1C (stereo unspecified)
-10.9% | CN(c1ccc(NC(=O)CCc2c[nH]c3ccccc23)cc1)c1ccccn1
? | C[C@H](O)[C@@H]1CN2CCc3ccc(-c4ccc5c(c4)OCO5)cc3[C@@H]2C[C@@H]1N(C)C(=O)c1cccc(Cl)c1
59.1%[activator] | COc1ccc(NC(=O)N2CCCC3(C2)Nc2cccnc2NC3=NC2CCCC2)c(C)c1 (stereo unspecified)
-1.0% | Cc1cccc(OCC(=O)N2CCC(n3cc(-c4nc(-c5ccccc5)no4)nn3)C2)c1 (stereo unspecified)
-7.4% | Cc1cc(NC(=O)CN2C(=O)NC3(CCCCC3)C2=O)ccc1Br
? | Cc1ccsc1CN1CCCCC12Cc1ccccc1CNC2=O (stereo unspecified)
31.1%[activator] | Cn1ncc(N2CCC(CNC(=O)c3cn4ccsc4n3)C2)cc1=O (stereo unspecified)
5.7% | O=C(COc1ccccc1)N1CCN(C(=O)c2nnn3c2COC(c2ccc(Cl)cc2)C3)CC1 (stereo unspecified)
? | COc1ccc(-c2[nH]nc3ncc(-c4cccc(CO)c4)nc23)c(C)c1
-19.7% | COc1ccc(S(=O)(=O)N2CCCc3nc(C)c(C)cc32)cc1
23.3% | COc1cccc(C(=O)N2CCC(N3C[C@H](O)C[C@H]3C(=O)N3CCN(c4ncccn4)CC3)CC2)c1
22.0% | CC(C)C(=O)N1CCC2(CC1)OCC(C(=O)NCc1ccc3c(c1)OCO3)N2C(=O)c1ccccc1 (stereo unspecified)
-13.0%[176 µM] | Cc1cccc(OCC2(CNCc3ccc(F)cc3)C[C@@H](O)[C@@H](O)C2)n1 (stereo partly specified)
20.7% | COCC(=O)N1CCCC(c2nc(-c3cccnc3)no2)CCNC(=O)CC1 (stereo unspecified)
16.2%[6.33 µM] | O=[S+]([O-])(c1cccs1)N1CC(Oc2ccc(F)cc2F)C1
-0.5% | O=C(C[C@@H]1C[C@@H]2C=C[C@H]1C2)NCc1cccnc1-n1cnc2ccccc21
6.0%[176 µM] | CN1[C@@H](CCC(=O)N2CC[C@@H](O)C2)CNC(=O)[C@@H]2[C@H]1CCN2C1CCOCC1
101.5%[activator] | CSc1cccc(-n2ccnc2-c2cc3n(n2)CCCNC3)c1
30.4% | O=C(c1ccccn1)N1CCN(Cc2ccc(=O)n(CC3CC3)c2)CC1
1.3% | O=C(CC1COCCN1)N1CCC(OCc2cccnc2)CC1 (stereo unspecified)
14.5% | CCN(CC)C(=O)CCc1c(C)nn(-c2ccc(F)cc2)c1Oc1ccccc1F
46.0%[activator] | Cc1ccc2c(C(=O)N3CCN(CC(C)C)CC3)cc(NC(=O)C3CCC3)cc2n1
? | CN(C)C(=O)c1nc(-c2cccc(C(F)(F)F)c2)c2ccccn12
-7.0% | CCOC(=O)N1CCC(NC(=O)c2cn(CC3CCCNC3)nn2)CC1 (stereo unspecified)
20.0% | O=C(CN1CCC2(CC1)NC(=O)CC2C(=O)O)NCc1ccco1 (stereo unspecified)
51.7%[activator] | CN1CCN(C[C@@H]2CN(C(=O)C3(c4ccccc4)CC3)C[C@@H]2CO)CC1
37.6%[176 µM] | COc1ncccc1-c1cnc2[nH]cc(CC(=O)Nc3cccnc3)c2c1
-5.2% | CCC(=O)N1CCC(C(NC(=O)c2ccccc2C)C(=O)NCC(C)C)CC1 (stereo unspecified)
45.5%[activator][176 µM] | COc1cccc(C(=O)N2CCOC[C@H](Oc3ccc(C(F)(F)F)cn3)C2)c1
45.7% | Cc1ccccc1CC(=O)N1CCCC(c2noc(COc3ccccc3)n2)C1 (stereo unspecified)
17.2% | COCCNC(=O)C(NC(=O)c1cccs1)C1CCN(C(=O)c2cccs2)CC1 (stereo unspecified)
17.8% | COc1cccc(Cc2nc(-c3nnn4c3COC(c3ccc(Cl)cc3)C4)no2)c1 (stereo unspecified)
79.0%[activator][176 µM] | COc1ccccc1-c1cn2c(n1)CO[C@@H](CNC(=O)c1ccc(F)cc1)C2
33.0%[activator][176 µM] | O=C(OCc1ccccc1)N1CCC2(CC1)C(=O)NN=C2C1CC1
38.0%[activator] | O=C(NCC1CCOCC1)C1COc2ccccc2O1 (stereo unspecified)
23.6%[176 µM] | COC(=O)CNC(=O)C1CN(Cc2ccccc2)C(=O)N1 (stereo unspecified)
29.8% | Cc1ccc(C2Cn3nnc(C(=O)N4CCN(C(=O)c5ccccc5F)CC4)c3CO2)cc1 (stereo unspecified)
? | COCc1cccc(C(=O)NC2CC(c3nnc(CN(C)C)n3C)C2)n1 (stereo unspecified)
2.9%[176 µM] | CC(C)C(=O)N1CCC(n2c(=O)[nH]c3ccccc32)CC1
34.4% | Cc1ccc(-c2nc(C(=O)N3CCN(c4ccc(C)cc4C)CC3)no2)cc1
34.3%[activator] | O=C(NCCc1noc(-c2ccccc2)n1)C1NCCc2[nH]cnc21 (stereo unspecified)
8.7%[6.33 µM] | CC(=O)N1CC2(CCCN(C(=O)CCC(=O)O)C2)Cc2ccccc21 (stereo unspecified)
26.4% | CN(C)[C@H]1CCCCN(CC2CCC(N)CC2)C1 (stereo partly specified)
? | Oc1cccc(Nc2nccc3[nH]c(-c4cccc(OC(F)(F)F)c4)nc23)c1
1.3% | O=C1CCC2(CCCN(c3ncccc3F)C2)CN1Cc1ccncc1 (stereo unspecified)
? | O=C1CCC2(C(=O)Nc3ccc(F)cc3F)CCCC=C2N1c1ccccc1 (stereo unspecified)

Further records follow.
12-LOX inh | smiles
5.0% | COC(=O)C1CN(C2CC2)CCS(=O)(=O)N1Cc1cn(Cc2ccc(OC)cc2)nn1 (stereo unspecified)
25.1% | Cc1ccc(NC(=O)CC2CCOCC2)cc1C
73.6%[activator][176 µM] | CC(c1cccs1)N(C)Cc1cccn1C (stereo unspecified)
7.3% | O=C1CCCCC(Cc2ccccc2)(C(=O)Nc2cccc(F)c2)N1 (stereo unspecified)
14.1%&10.0%[6.33 µM] | O=[S+]([O-])(c1cccnc1)c1nnn2c1nc(N1CCCCC1)c1ccccc12
0.6% | O=C1CCN(C(=O)C2CCN(C(=O)C3CCOCC3)CC2)CCCCCCN1
13.8% | CCN1CCN(c2nc3c(s2)CN(C(=O)c2ccncc2)CC3)CC1
? | Cc1ccc(S(=O)(=O)N[C@H](C)c2onc(C)c2C(=O)O)cc1
-8.7% | CN(C)c1cccc(Oc2nnnn2[C@H]2CO[C@H]3[C@@H]2OC[C@@H]3NS(=O)(=O)c2ccccc2C#N)c1
-11.0%[176 µM] | C=CCNC(=O)Nc1nc2c(s1)C[C@]1(C)CC[C@@H]3[C@H](OC(=O)[C@H]3C)[C@H]1[C@@H]2C
? | CC(C)NC(=O)C[C@@H]1O[C@H](CNC(=O)c2cccc(F)c2)[C@@H](O)[C@H]1O
41.7%[activator] | Cc1nnc(CN2CCOc3c(O)cc(-c4ccccc4C)cc3C2)s1
15.9% | COc1ccccc1CCC(=O)N1CC[C@@H]2CN(S(C)(=O)=O)[C@@H]2C1
5.0% | Cc1cc(Cl)ccc1S(=O)(=O)N1CCc2nn(C)c(=O)n2CC1
9.8% | COCCN(CC1CCN(Cc2ccccc2F)CC1)C(=O)c1cc[nH]c1C
72.2%[activator] | CCc1nnc(CN(CC)C(=O)c2cc(S(N)(=O)=O)ccc2F)o1
26.3% | CN1C(=O)CS(=O)(=O)C12CCN(C(=O)c1cc(F)cc(F)c1)CC2
68.3%[activator][176 µM] | c1ccc(NCC2CN(Cc3ccccn3)CC23CN(c2ccccc2)C3)cc1 (stereo unspecified)
44.1%[activator][176 µM] | O=C(c1ccccc1)N1CCN(c2nc3ncccc3o2)CC1
13.6% | Cc1ccc(-n2cc(CN3CCC(CCO)CC3)c(-c3cccc(C)c3)n2)cc1
6.6% | COc1cncc([C@@H](NC(=O)CCc2scnc2C)C2CC(O)C2)c1 (stereo partly specified)
41.4% | CCC(=O)N(C1CCOCC1)C1CCN(S(=O)(=O)c2cc(F)ccc2C)CC1
4.4% | CC1(C)N=C(c2ccccc2)C(=O)N1CC(=O)N1CCN(c2ccccc2)CC1
10.7% | O=C(c1cccnc1)N1CCC(n2cc(-c3nc(-c4ccccc4)no3)nn2)CC1
7.8% | COc1cccc(NC(=O)Cn2c(=O)c3c(n2Cc2ccccc2)CN(Cc2ccccc2)CC3)c1

Some of the entries so far, with bars between the fields.
SMILES | 12-LOX inh
CN(C)c1cccc(Oc2nnnn2[C@H]2CO[C@H]3[C@@H]2OC[C@@H]3NS(=O)(=O)c2ccccc2C#N)c1 | -8.7%
C=CCNC(=O)Nc1nc2c(s1)C[C@]1(C)CC[C@@H]3[C@H](OC(=O)[C@H]3C)[C@H]1[C@@H]2C | -11.0%[176 µM]
CC(C)NC(=O)C[C@@H]1O[C@H](CNC(=O)c2cccc(F)c2)[C@@H](O)[C@H]1O | ?

Next section:
12-LOX inh | smiles
26.9% | Cc1ccc(C#N)c(N2CC[C@@H](c3ccc4c(c3)OCO4)[C@H](O)C2)n1
19.7% | Cc1noc(CN(C)C(=O)c2ccc3oc(Cc4ccc(Cl)cc4)nc3c2)n1
6.0% | CCn1ncc(N2CCCC(CC(=O)Nc3ccc(Cl)cc3)C2)cc1=O (stereo unspecified)
30.0%[activator] | COc1ccc(CN2C(=O)CO[C@H](c3ccc(NC(=O)c4ccccc4C)cc3)[C@H]2CO)cc1
9.7% | O=C([C@@H]1C[C@@H]2C=C[C@H]1C2)N1CCc2c(nc(-c3cccnc3)[nH]c2=O)C1
? | CCN1C(=O)C2(CCN(S(=O)(=O)c3cccs3)CC2)c2ccccc21
? | CC(C)(C)c1cc(C(=O)NCc2ccc(F)cc2)nn2cccc12
6.3% | CCn1ccc(C(=O)N2CCN(C(=O)N3CC4CC(C3)[C@H]3CCCC(=O)N3C4)CC2)n1 (stereo partly specified)
31.3%[activator] | Cc1cnc(-c2ccncc2)n1C1CCN(C(=O)COc2ccc(F)cc2)CC1
25.0% | COC(C)c1ccc(-c2cc(C(=O)O)cc(S(=O)(=O)NC(C)C)c2)cc1 (stereo unspecified)
15.6% | O=C(CCCn1cncn1)N1C[C@H](CO)C[C@H](CN2CCOCC2)C1
0.2% | CCC(=O)N1CCc2c(sc3ncnc(NCCc4ccccc4)c23)C1
28.2%[176 µM] | CNC(=O)c1cnn2ncccc12
-38.5% | Cc1cc(C(=O)N[C@@H]2CN(Cc3ccccc3)C[C@H]2CO)c(C)o1
15.0% | O=C(CC1CCOCC1)Nc1ccc(N2CCOCC2)cc1
1.6% | COc1cccc(-c2ccc(S(=O)(=O)N3CCSCC3)cc2)n1
38.5%[activator] | Cc1ccc(NC(=O)N2CCCC(c3nccn3Cc3ccncc3)C2)cc1C (stereo unspecified)
? | O=[S+]([O-])(c1cccc(C(F)(F)F)c1)N1CCN(c2nc3ncccc3o2)CC1
0.4% | CC(=O)NCC(=O)N1CCCn2cc(-c3cccc(C#N)c3)nc21
-27.8% | COc1ccc(CN2CCc3nc(C(C)C)nc(-c4ccc(O)cc4)c3CC2)cc1
12.7% | CCC1Oc2ccc(NC(=O)c3ccc([N+](=O)[O-])cc3)cc2CN(Cc2ccccc2F)C1=O (stereo unspecified)
1.0%[176 µM] | COc1ccc(NC(=O)C2(C)CN(C)Cc3ccc(NCc4ccccc4)nc32)cc1 (stereo unspecified)
2.9% | COCCOC1CCN(C(=O)CCc2nc3ccccc3s2)CC1
1.0%[176 µM] | COCc1cc(C[C@@H]2CC[C@H](O)[C@@H](CNC(=O)c3ccccc3)O2)no1
1.7% | Cc1ccc(C(=O)N2CCCC(c3nn[nH]n3)C2)cn1 (stereo unspecified)
1.5%[176 µM] | O=C(NC1CCCCC1)N[C@H]1[C@H](O)[C@@H](N2CCCCC2)[C@@H]2OC[C@H]1O2
41.9%[activator] | CCn1ccc(C(=O)N2CCC(CC(=O)NC3CC3)C2)n1 (stereo unspecified)
27.0% | NC(=O)C1(N2CCCCC2)CCN(c2nccc(-c3ccccn3)n2)CC1
32.2% | CCn1ccc2sc(C)c(C(=O)N3CCN(c4ccc(F)cc4)CC3)c2c1=O
53.3%[activator] | Cn1nccc1C(=O)N[C@@H]1CN(Cc2ccccc2)C[C@H]1CO
? | COc1ccc(CCN(Cc2ccncc2)C(=O)CC2COCCN2)cc1 (stereo unspecified)
? | COc1cccc(N2C(=O)NC(=NC3CCCC3)C23CCCN(CCC(C)C)C3)c1 (stereo unspecified)
2.9% | O=C(CCc1cc2ccccc2[nH]c1=O)NCCN1CCc2ccccc2C1
-1.1% | CCOc1cccc(C=NNc2nc(=O)cc(C(=O)OC)s2)c1O

Four structures out of the list, arranged by formula weight, largest number first:
12-LOX inh | smiles
14.5% | CCN(CC)C(=O)CCc1c(C)nn(-c2ccc(F)cc2)c1Oc1ccccc1F
30.4% | O=C(c1ccccn1)N1CCN(Cc2ccc(=O)n(CC3CC3)c2)CC1
16.2%[6.33 µM] | O=[S+]([O-])(c1cccs1)N1CC(Oc2ccc(F)cc2F)C1
41.9%[activator] | CCn1ccc(C(=O)N2CCC(CC(=O)NC3CC3)C2)n1 (stereo unspecified)

Screens (PubChem BioAssay)
